# Compound activity (PubChem BioAssay)
# FAK blocker – FAK (human) kinase inhibition | biochemical FAK kinase activity assay | inhibition, %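 (tested at 7 µM)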 | actives 0.84% (n = 97,000); in the data active = inhibition above about 19%;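 note: 0% = DMSO and 100% = reference compound high control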
# Target sequence (Q05397 whole entry, looked up): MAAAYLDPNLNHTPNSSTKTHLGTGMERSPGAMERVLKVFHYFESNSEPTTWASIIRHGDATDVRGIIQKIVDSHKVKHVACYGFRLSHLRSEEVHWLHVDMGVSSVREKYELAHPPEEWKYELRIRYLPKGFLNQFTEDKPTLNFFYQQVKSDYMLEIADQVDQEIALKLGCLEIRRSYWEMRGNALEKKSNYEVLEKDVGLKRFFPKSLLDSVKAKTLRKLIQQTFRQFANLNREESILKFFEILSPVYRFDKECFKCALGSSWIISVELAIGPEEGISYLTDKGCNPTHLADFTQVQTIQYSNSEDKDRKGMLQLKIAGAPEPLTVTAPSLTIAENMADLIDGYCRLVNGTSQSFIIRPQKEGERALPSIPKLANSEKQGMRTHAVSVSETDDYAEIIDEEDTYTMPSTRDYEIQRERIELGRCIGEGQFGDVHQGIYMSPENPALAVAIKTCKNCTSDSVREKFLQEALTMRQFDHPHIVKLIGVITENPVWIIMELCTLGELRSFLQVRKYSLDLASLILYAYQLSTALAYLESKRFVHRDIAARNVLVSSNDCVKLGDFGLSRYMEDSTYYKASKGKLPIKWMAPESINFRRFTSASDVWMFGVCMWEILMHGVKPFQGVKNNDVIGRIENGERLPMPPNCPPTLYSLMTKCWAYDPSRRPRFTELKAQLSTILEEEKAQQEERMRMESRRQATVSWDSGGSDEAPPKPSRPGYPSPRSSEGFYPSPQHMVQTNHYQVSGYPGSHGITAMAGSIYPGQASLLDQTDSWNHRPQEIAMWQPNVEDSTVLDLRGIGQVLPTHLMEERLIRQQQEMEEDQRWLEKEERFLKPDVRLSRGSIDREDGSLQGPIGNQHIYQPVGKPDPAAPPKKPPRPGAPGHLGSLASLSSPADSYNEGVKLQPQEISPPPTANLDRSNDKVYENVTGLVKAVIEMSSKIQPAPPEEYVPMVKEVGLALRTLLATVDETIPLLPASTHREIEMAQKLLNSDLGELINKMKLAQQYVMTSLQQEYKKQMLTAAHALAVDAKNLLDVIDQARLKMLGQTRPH
# ERa SRC1 inh – blocks coactivator binding to human estrogen receptor alpha; P03372; TR-FRET ER-alpha LBD / SRC-1 peptide, estradiol-bound; inhibition, % at 25.6 µM; actives 1.7% (n = 86,000); AID 629; in the data active = inhibition above about 50%;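 note: 0% = receptor plus peptide control and 100% = peptide only without receptor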
# Active calls of the source: *; / = not tested or not shown; [ ] = dose if it differs, or a comment.
# Values run as follows: FAK blocker, ERa SRC1 inh
1) CCOC(=O)c1ccccc1NC(=O)CN1CCC(n2nnc3cc(F)ccc32)CC1
  /, -25.6
2) Cn1cccc1Cc1nnc(SCC(=O)N2CCOCC2)n1CCc1ccccc1
  /, -1.7
3) COc1cccc(C2CC(c3ccccc3C)n3nc(N)nc3N2)c1 (stereo not given)
  /, -8.7
4) COc1ccc(F)cc1S(=O)(=O)Nc1ccc2c(c1)OCCO2
  /, -8.2
5) CNC(=O)Oc1ccc2c(c1)[C@]1(C)CCN(C)[C@@H]1N2C
  /, -5.2
6) CCOC(=O)c1ccc(S(=O)(=O)N2CCN(CCC#N)CC2)cc1
  /, 2.5
7) CCC(Cc1ccccc1)NC(=O)CN1C(=O)CSc2ncccc21 (stereo not given)
  /, -2.0
8) CN1CCc2c(sc(NC(=O)c3ccc(S(=O)(=O)N4CCOCC4)cc3)c2C(N)=O)C1
  /, -0.3[fluorescence artefact?]
9) COc1cccc(C2CC(c3ccc(C)cc3)n3nc(N)nc3N2)c1 (stereo not given)
  /, 6.9
10) Cc1ccc(C)c2[nH]c(=O)c(CCNC(=O)c3cc4ccccc4o3)cc12
  /, -5.2
11) CCc1ccc(C2CC(c3ccccc3C)n3nc(N)nc3N2)cc1 (stereo not given)
  /, -2.2
12) Cc1cc2cc(CNC(=O)c3cccs3)ccc2n1C
  /, 74.8*[fluorescence artefact?]
13) Cc1ccc(N2C(=O)c3ccccc3C2O)nc1 (stereo not given)
  /, 4.9[fluorescence artefact?]
14) COc1ccccc1S(=O)(=O)Cc1ccc(C(=O)NCCN2CCCCCC2)o1
  /, 35.1[fluorescence artefact?]
15) C=CC[N+](C)(C)CCCNC(=O)/C=N/O
  /, -6.9
16) O=C(Cn1cnc2c(nnn2Cc2ccccc2)c1=O)NCC1CCCO1 (stereo not given)
  /, 0.6
17) CCN(CCNC(=O)C1CCN(S(=O)(=O)c2cccc3cccnc23)CC1)c1ccccc1
  /, -4.2
18) CCOC(=O)CSCc1nc(-c2ccc(Cl)cc2)oc1C
  /, -5.3
19) COc1ccc2oc(=O)c(C(=O)N3CCN(C45CC6CC(CC(C6)C4)C5)CC3)cc2c1
  /, -10.8
20) CCCSc1nnc(NC(=O)Nc2ccccc2)s1
  /, -3.9

# Part of the list above, with each value named:
16	O=C(Cn1cnc2c(nnn2Cc2ccccc2)c1=O)NCC1CCCO1 (stereo not given)
  FAK blocker: /
  ERa SRC1 inh: 0.6
17	CCN(CCNC(=O)C1CCN(S(=O)(=O)c2cccc3cccnc23)CC1)c1ccccc1
  FAK blocker: /
  ERa SRC1 inh: -4.2
18	CCOC(=O)CSCc1nc(-c2ccc(Cl)cc2)oc1C
  FAK blocker: /
  ERa SRC1 inh: -5.3

# Continuation.
# Values run as follows: FAK blocker, ERa SRC1 inh
21) COCCCn1c2nc3ccccc3nc2c2c(=O)n(-c3ccccc3OC)c(C)nc21
  /, 12.2[fluorescence artefact?]
22) CCCCC[C@H](O)/C=C/C1=C(CCCCCCC(=O)O)C(=O)CC1
  /, 7.6
23) CCOC(=O)N1CCN(c2c(N3CCN(c4ccccc4OC)CC3)c(=O)c2=O)CC1
  /, -4.7
24) CCCNC(=O)C1CC(=O)N(c2ccc(OCC(=O)Nc3cc(C)cc(C)c3)cc2)C1 (stereo not given)
  /, -5.9
25) COc1ccc(-n2c(Cc3cccn3C)nnc2SCC(=O)Nc2ccccc2OC)cc1
  /, -3.9
26) Cc1csc2ncc(C(=O)Nc3ccc(C(F)(F)F)cc3)c(=O)n12
  /, 14.6[fluorescence artefact?]
27) Cc1cc2oc3c(c(=O)c2cc1C)C(c1ccc(F)cc1)N(CCCN1CCOCC1)C3=O (stereo not given)
  /, 13.1[fluorescence artefact?]
28) COC(=O)c1ccc(CSc2nc3c(c(=O)n2-c2ccc(C)cc2)SCC3)o1
  /, 21.0[fluorescence artefact?]
29) Clc1cccc(-c2nn3c(COc4ccccc4)nnc3s2)c1
  /, 7.3
30) CCc1ccc(S(=O)(=O)NCc2csc(-c3cccnc3)n2)s1
  /, 15.4
31) COc1cc(C(c2sc3nc(C)nn3c2O)N2CC(C)OC(C)C2)cc(OC)c1OC (stereo not given)
  /, -4.0
32) Cc1c2c(n3c(nc4ccccc43)c1C#N)N(Cc1ccccn1)CC2
  /, -3.1
33) COc1ccc(NC(=O)CSc2nnc(Cc3cccn3C)n2-c2ccc(OC)cc2)cc1
  /, 2.7
34) O=C(O)c1cc(-c2ccco2)nc2ccccc12
  /, 74.2*
35) Cc1nn(-c2ccccc2)c2sc(C(=O)C(C#N)c3ccccn3)cc12 (stereo not given)
  /, 79.4*[fluorescence artefact?]
36) CCN1C(=O)CSc2ccc(C(=O)OC)cc21
  /, -5.4[fluorescence artefact?]
37) Nc1nc(CSc2nnc(-c3cccc(F)c3)n2-c2ccccc2)nc(N2CCOCC2)n1
  /, 2.9
38) O=C(OCn1nnc2ccccc2c1=O)c1cc2ccccc2o1
  /, -11.2
39) O=C(NCc1cccs1)c1cnc2sccn2c1=O
  /, 4.1[fluorescence artefact?]
40) O=C1c2oc3ccccc3c(=O)c2C(c2ccc(Cl)cc2)N1c1ncccn1 (stereo not given)
  /, -0.1
41) CCOC(=O)CSc1nc(C)cc(Oc2ccc(=O)n(C)n2)n1
  /, -2.6
42) COc1ccc(C)cc1NC(=O)CCC(=O)Nc1ccc2nc(N3CCN(C)CC3)cc(C)c2c1
  /, 7.8
43) O=c1nc2n(c3ccccc13)Cc1ccccc1-2
  /, 9.7
44) CSc1nc(-c2ccco2)nn1C(=O)c1ccc(C)cc1
  /, -4.5
45) CCOc1ccc(N(CC(=O)Nc2ccc(F)c(F)c2)S(=O)(=O)c2c(C)noc2C)cc1
  /, -4.4
46) Cc1cccc(-n2c(=O)[nH]c3c(C(N)=O)nc(-c4ccccc4Cl)nc32)c1
  /, 6.5
47) C=CCn1cnc2c(c1=O)c1nc3ccccc3nc1n2-c1ccc(Cl)cc1
  /, 13.9
48) O=C(c1noc2c1CCc1ccccc1-2)N1CCc2ccccc2C1
  /, 3.6
49) O=C1NCCCC1C(=O)N1CCN(C(=O)C2CCCNC2=O)CC1 (stereo not given)
  /, -6.0[fluorescence artefact?]
50) COC(=O)c1ccc(Nc2cc(C)nc3nc(C)nn23)cc1
  /, -5.8
51) COc1ccccc1NC(=O)CCN1CCN(CCC(=O)Nc2ccccc2OC)CC1
  /, -0.4
52) O=C(CSc1ccc2nnc(-c3cccnc3)n2n1)NCC1CCCO1 (stereo not given)
  /, -9.2[fluorescence artefact?]
53) CC1CCCCN1Cc1nc2c(c(=O)n(C)c(=O)n2C)n1Cc1c(F)cccc1Cl (stereo not given)
  /, -1.9
54) O=C(NC1CCCCCCC1)c1ccc(CNc2c(N3CCOCC3)c(=O)c2=O)cc1
  /, 1.3
55) Cc1cc(C)cc(NC(=O)CSc2nnc(Cn3c(=O)sc4ccccc43)n2C)c1
  /, 24.3[fluorescence artefact?]
56) COc1cc2cc(CN(Cc3nnnn3C3CCCC3)C3CCCC3)c(=O)[nH]c2cc1OC
  /, 3.4[fluorescence artefact?]
57) CCc1nc(SCC(=O)N2CCN(c3ccccc3)CC2)c2c(=O)n(C)c(=O)n(C)c2n1
  /, 0.5
58) Cn1c(Cn2c(=O)sc3ccccc32)nnc1SCC(=O)Nc1ccc(Cl)cc1
  /, -4.2[fluorescence artefact?]
59) Cc1cc(C)n2nc(C(=O)Nc3ccccc3N3CCOCC3)nc2n1
  /, -6.5
60) COc1ccc(OC)c(C2C(C(=O)c3ccco3)=C(O)C(=O)N2CCCN2CCOCC2)c1 (stereo not given)
  /, 8.4
61) COC(=O)CSc1nnc2c(C)cc3cc4c(cc3n12)OCCO4
  /, 1.8
62) CC(=O)COC(=O)c1cccc(N2C(=O)C3C4C=CC(C4)C3C2=O)c1 (stereo not given)
  /, -5.6
63) Cc1c(CCC#N)c(N2CCCCC2)n2c(nc3ccccc32)c1C#N
  /, -11.1
64) Cc1c(C(=O)N2CCN(C(=O)c3ccco3)CC2)sc2nc(-c3ccc(F)cc3)cn12
  /, -4.4
65) N#Cc1c(C(F)(F)F)cc(C2CC2)[nH]c1=O
  /, 1.7
66) COc1ccc(N2CCN(CCCNC(=O)CC3Oc4ccc(C)cc4NC3=O)CC2)cc1 (stereo not given)
  /, -6.7
67) CCc1cccc(Nc2cc(C)nc3nc(C)nn23)c1
  /, -7.4
68) O=C(CCn1c(=S)[nH]c2cc3c(cc2c1=O)OCO3)N1CCN(c2ccccn2)CC1
  /, -0.4[fluorescence artefact?]
69) Cc1c(NS(=O)(=O)c2cccc3nsnc23)c(=O)n(-c2ccccc2)n1C
  /, -5.6
70) CCOc1nc(-c2ccccc2)ccc1-c1noc(-c2ccc(OC)c(OC)c2)n1
  /, 16.6[fluorescence artefact?]

# Going on with the list.
# Values run as follows: FAK blocker, ERa SRC1 inh
71) O=C(NC1CCN(Cc2ccccc2)CC1)C1CCN(S(=O)(=O)c2cccc3cccnc23)CC1
  /, 20.7
72) O=C(Nc1ccc2c(c1)OCO2)c1cc(C2CC2)on1
  /, 31.7
73) CCOC(=O)C1CCCN(c2c(N3CCN(c4cccc(Cl)c4)CC3)c(=O)c2=O)C1 (stereo not given)
  /, -7.4[fluorescence artefact?]
74) COc1ccc(C2c3c(oc4ccc(Cl)cc4c3=O)C(=O)N2Cc2ccco2)cc1OC (stereo not given)
  /, 7.8
75) CCCCn1c2nc3ccccc3nc2c2c(=O)n(CC(C)C)cnc21
  /, -11.0
76) CCN(CC)CCNC(=O)c1ccc(NC(C)=O)cc1
  /, -5.8
77) O=C(c1ccco1)N1CCN=C1SCc1ccccc1F
  -3.9, -2.1
78) COc1cccc(-n2c(Cc3cc(=O)[nH]c(=O)[nH]3)nnc2SC(C)C)c1
  -2.4, -5.1
79) Cn1c(SCc2cccnc2)nnc1-c1c[nH]c2ccccc12
  -2.0, 1.3
80) COc1ccc(C2(CNC(C)=O)CCOCC2)cc1OC
  0.6, 1.1
81) CCc1nnc(NC(=O)c2cccs2)s1
  -4.6, 7.6
82) CCn1c(=NC(=O)c2ccc(N3C(=O)CCC3=O)cc2)sc2c(OC)ccc(OC)c21
  5.5, 33.2[fluorescence artefact?]
83) CCCCSc1nnc(-c2c[nH]c3ccccc23)n1C
  -1.3, -1.1
84) CCN(CC)S(=O)(=O)c1ccc(NC2c3ccccc3C(=O)N2Cc2ccc3c(c2)OCO3)cc1 (stereo not given)
  5.2, -5.2
85) O=C(O)CC1C(=O)NCCN1Cc1ccc(F)c(F)c1 (stereo not given)
  0.4, -7.3
86) COCCn1c(CN2CCN(C)CC2)nc2c1c(=O)n(C)c(=O)n2C
  2.8, 4.5
87) O=C(c1ccco1)N1CCN(c2ncccn2)CC1
  2.1, -2.6
88) Cc1ccc(-c2nc(CS(=O)CC(=O)N3CCN(c4ncccn4)CC3)c(C)o2)cc1 (stereo not given)
  4.2, 10.4
89) CCOc1ccc(-c2cc(NC(=O)Cn3ncc4c3-c3ccccc3OC4)on2)cc1OCC
  -0.6, 6.5
90) O=C(Nc1c(C(=O)O)oc2ccc(Br)cc12)c1ccccc1
  -12.4, -6.0
91) O=C(O)CCC(=O)Nc1ccc(-c2nnc(-c3ccco3)o2)cc1
  -1.4, 10.8
92) Cc1ccc(-c2csc(NC(=O)c3cccc(N4C(=O)CCC4=O)c3)n2)o1
  9.1, -3.8
93) CCOc1ccc(-c2nc(CSCC(=O)N3CCN(C(=O)c4ccco4)CC3)c(C)o2)cc1
  -5.0, -3.5
94) Cn1c(=O)c2c(SC3CCCC3)nc(C3CC3)nc2n(C)c1=O
  -1.3, -0.8
95) Cc1oc(-c2ccccc2F)nc1CS(=O)CC(=O)NCc1cccs1 (stereo not given)
  1.4, -13.9
96) COCCn1c(C)cc(C(=O)CSc2nnc3ccccn23)c1C
  -5.4, -2.7
97) Cc1ccc2c(c1)c(C)c(C)n2CC(O)CN1CCCCC1C (stereo not given)
  -7.1, 3.8
98) O=C(O)c1ccc(-n2nnnc2SCc2ccccc2F)cc1
  -12.9, -7.5
99) Cc1oc(-c2ccc(Cl)cc2)nc1CN1CCCC(C(=O)NCCCN2CCCC2=O)C1 (stereo not given)
  1.1, -8.1
100) COCCn1c(SCC(=O)Nc2cc(C)on2)nnc1-c1c[nH]c2ccccc12
  -2.8, -3.6
101) COc1ccc(S(=O)(=O)Cc2ccc(C(=O)N3CCN(c4cccc(C)c4)C(C)C3)o2)cc1 (stereo not given)
  2.0, -7.3
102) CC(=O)Nc1ccc(S(=O)(=O)NCc2ccc3c(c2)cc(C)n3C)cc1
  4.9, 12.6[fluorescence artefact?]
103) NC(=O)CSc1nnc(-c2ccncc2)n1-c1ccc(Cl)cc1
  -7.1, -6.4
104) CC1CCN(CC(O)COc2ccc(F)cc2)CC1 (stereo not given)
  1.1, -1.7
105) Cc1ccc(-c2nc(CS(=O)(=O)CC(=O)NC3CCCCC3C)c(C)o2)cc1 (stereo not given)
  4.7, 25.2[fluorescence artefact?]
106) Cc1cc(C)cc(N2CC(c3nc4ccccc4n3C)CC2=O)c1 (stereo not given)
  -4.8, -4.3
107) O=C(c1oc(=O)c2ccccc2c1-c1ccccc1)N1CCC(O)CC1
  -2.5, -6.8
108) Cc1cccc(N2C(=O)SC(N(CC(=O)O)c3cccc(C)c3)C2=O)c1 (stereo not given)
  10.7, -4.3
109) CCOC(=O)N1CCN(C(=O)C2CCN(Cc3nc(-c4ccccc4C)oc3C)CC2)CC1
  6.5, -7.5
110) NCCCC(=O)N1c2ccccc2Sc2ccccc21
  0.3, -1.3
111) CCn1cc(C(=O)N2CCOCC2)c(=O)c2cc(S(=O)(=O)N(C)C)ccc21
  9.3, -2.7
112) CCN(CC)CCNC(=O)Cn1nc(Cc2cccnc2)c2ccccc2c1=O
  -0.5, -1.0
113) CCOc1ccc(N(CC(=O)NCc2ccc(F)cc2)S(=O)(=O)c2c(C)noc2C)cc1
  -1.6, 1.5
114) Cn1c(NC(=O)c2ccccc2C(F)(F)F)cc(=O)n(C)c1=O
  -1.7, -3.9
115) CCc1nc(SCC(=O)N2CCC(C)CC2)c2c(=O)n(C)c(=O)n(C)c2n1
  1.8, 9.5
116) Cc1ccc2c(c1)C(c1ccccc1)N(C(=O)C(C)C)CC(=O)N2 (stereo not given)
  -9.3, 0.1

# These rows are one share of the data; count on the stated rates, not on these rows.
